UHRF1 MBD2 ctr: blocks human UHRF1 binding to methylated DNA. Q96T88. UHRF1 binding to methylated oligo, TR-FRET. inhibition, % at 4.4 µM. actives 0.75% (n = 370,000). AID 687016; in the data active means inhibition above about 21%;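 further: UHRF1 SRA domain binding a hemimethylated CpG hairpin DNA probe; 0% = median of test compound wells and 100% = reference inhibitor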
TCR CD3 inh: blocks the human TCR-CD3 interaction | TAMRA-labeled TCR probe fluorescence, biochemical | inhibition, % at 9.4 µM | actives 0.37% (n = 360,000); in the data active means inhibition above about 19%;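 further: recombinant mutant TCR 2C K166C tagged with TAMRA read by polarization; 0% = receptor in buffer alone and 100% = receptor with positive control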
PG9 binder: small molecules binding HIV-1 gp120 antibody PG9. TR-FRET gp120-PG9 antibody binding. inhibition, % at 6.7 µM. actives 0.43% (n = 360,000); in the data active means inhibition above about 8.5%
DDE Tn7 FP inh: inhibitors of Tn7 peptide binding to human fibrin DD(E); P02675; FP displacement of FITC-Tn7 peptide from fibrin DD(E); 0% = median of compound wells per plate; inhibition, % at 8.3 µM; actives 0.13% (n = 370,000);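 active means inhibition above the mean of compounds falling within the control limits plus 3 SD of them, cut at about 14% in these data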;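 further: 0% = plate median of compound wells and 100% = 10 µM Aha-Tn7 peptide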
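Assay system: human fibrin DD(E) protein / Input: 2 µM fibrin DD(E) / Benchmarks: high control of 10 µM Aha-Tn7 peptide / Measured by: fluorescence polarization of the labelled Tn7 tracer / Medium: Tris buffer with calcium and detergent, pH 7.8 / Timing: 10 min compound pre-incubation, 3 h probe incubation at room temperature / Repeats: one replicate per compound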
mABHD4 FP: inhibitors of mouse ABHD4; Q8VD66; purified mABHD4, FP-Rh probe fluorescence polarization; inhibition, % at 8.92 µM; actives 0.54% (n = 370,000);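 active means inhibition exceeding the mean over every tested compound plus 3 SD, cut at about 30% in these data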;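 further: 0% = plate median of compound wells and 100% = S159A mutant with DMSO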
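assay system = mABHD4 protein | compound dosing = single nominal dose of 8.92 µM, 0.89% DMSO final | read-out basis = percent inhibition of probe binding, normalized to plate controls | schedule = Enzyme–compound pre-incubation 45 min, then probe 60 min, both 25 °C | detection = fluorescence polarization, excitation 525 nm, emission 598 nm, BODIPY TMR filters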
SIAE primary: blocks human sialic acid acetylesterase; Q9HAT2; SIAE FP-Rh probe binding, fluorescence polarization; inhibition, % at 9.66 µM; actives 0.69% (n = 370,000);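 active means inhibition above a cutoff: mean of compounds within the control limits plus 3 SD of those, cut at about 17% in these data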;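 further: 0% = plate median of compound wells and 100% = probe without SIAE protein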
Target sequence (Q9HAT2 whole entry, looked up): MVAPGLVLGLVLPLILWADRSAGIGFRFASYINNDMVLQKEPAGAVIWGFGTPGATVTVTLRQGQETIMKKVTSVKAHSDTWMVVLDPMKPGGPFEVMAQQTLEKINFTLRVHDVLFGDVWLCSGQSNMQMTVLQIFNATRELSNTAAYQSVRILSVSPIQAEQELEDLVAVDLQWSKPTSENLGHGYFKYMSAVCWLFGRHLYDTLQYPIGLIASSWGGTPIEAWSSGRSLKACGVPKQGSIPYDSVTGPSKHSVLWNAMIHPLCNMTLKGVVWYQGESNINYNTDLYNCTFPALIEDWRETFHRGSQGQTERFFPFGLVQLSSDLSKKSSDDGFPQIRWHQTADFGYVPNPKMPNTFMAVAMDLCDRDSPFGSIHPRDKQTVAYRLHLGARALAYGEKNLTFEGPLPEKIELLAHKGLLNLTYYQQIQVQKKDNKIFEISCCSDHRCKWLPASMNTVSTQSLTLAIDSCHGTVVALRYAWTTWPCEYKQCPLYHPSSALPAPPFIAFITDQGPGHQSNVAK
LEDGF integ inh: blocks HIV-1 LEDGF/p75-dependent DNA integration; TR-FRET IN-LEDGF/p75 DNA integration, Eu/Cy5; inhibition, % at 3.7 µM; actives 0.64% (n = 370,000); AID 743269;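 active means inhibition above the screen-wide mean plus 3 SD, cut at about 13% in these data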;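 further: signal is the Cy5 over europium emission ratio at 671 and 618 nm; 0% = plate median of compound wells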
HTRA1 inh: blocks human HTRA1 serine peptidase; Q92743; recombinant HTRA1, FP-rhodamine activity-based probe, fluorescence polarization; inhibition, % at 5.96 µM; actives 0.5% (n = 340,000); in the data active means inhibition above about 36%;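 further: 0% = enzyme with DMSO and 100% = wells lacking enzyme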
TDP2 inh: TDP2 (human) inhibition, absorbance primary screen; recombinant TDP2, T5PNP hydrolysis, p-nitrophenol absorbance 415 nm; inhibition, % at 12.8 µM; actives 0.34% (n = 370,000);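 active means inhibition above the mean of all tested compounds plus 3 SD, set per campaign, cut at about 25% in these data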;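 further: 0% = DMSO with enzyme and 100% = buffer with substrate but no TDP2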
Target sequence (O95551 whole entry, looked up): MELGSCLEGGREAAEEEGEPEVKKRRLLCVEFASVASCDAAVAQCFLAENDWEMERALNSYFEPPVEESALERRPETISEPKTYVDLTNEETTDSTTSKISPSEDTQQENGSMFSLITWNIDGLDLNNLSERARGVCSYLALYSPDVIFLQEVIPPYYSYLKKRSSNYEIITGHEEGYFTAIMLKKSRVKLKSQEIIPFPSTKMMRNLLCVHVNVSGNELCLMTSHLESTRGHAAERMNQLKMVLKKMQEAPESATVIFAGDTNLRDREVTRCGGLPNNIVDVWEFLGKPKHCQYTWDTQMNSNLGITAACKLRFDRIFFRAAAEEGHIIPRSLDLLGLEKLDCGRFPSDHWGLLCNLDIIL
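Assay system: recombinant human TDP2 / Reagent: T5PNP substrate at 5 mM, a TopII-DNA adduct mimic / Measured by: epi absorbance from released p-nitrophenol / Evaluation: % inhibition relative to enzyme-containing and enzyme-free wells / Control set: enzyme-free and DMSO wells / Replicates: each compound tested once, singlicate / Schedule: enzyme reaction with compound for 2 h at 37 °C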
PRMT1 inh: blocks human protein arginine methyltransferase 1; Q99873; recombinant PRMT1, activity-based probe fluorescence polarization; inhibition, % at 2.79 µM; actives 1.3% (n = 370,000);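 active means inhibition above about 21% made by adding two undisclosed values, limit read from the data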
Active calls of the source: *; x = no result given. The order is random (roughly 4.2% active in at least one column).

SMILES | UHRF1 MBD2 ctr | TCR CD3 inh | PG9 binder | DDE Tn7 FP inh | mABHD4 FP | SIAE primary | LEDGF integ inh | HTRA1 inh | TDP2 inh | PRMT1 inh
C=CCN(c1ccc(C(=O)Nc2cccc(C)c2)cc1)S(C)(=O)=O | -1 | 7 | -1.8 | 5 | -2 | 2 | 9 | -12 | -1 | -1
CN(CC(=O)Nc1ccc(F)c(F)c1F)C(=O)C1CC(=O)N(c2ccc3c(c2)OCCO3)C1 (centres undefined) | -2 | -2 | -0.6 | -3 | -3 | 3 | 4 | -2 | 1 | 0
COCCN(C(=O)c1cc(-c2ccncc2)nc2ccccc12)c1c(N)n(CC(C)C)c(=O)[nH]c1=O | -2 | 1 | -2.8 | -7 | 5 | -1 | 2 | -9 | -12 | -4
O=C(CN(C(=O)CCC(=O)Nc1ccccn1)c1ccc(F)cc1)NCCc1ccccc1 | 4 | -5 | -1.1 | -5 | 5 | 1 | -1 | -3 | -6 | 0
COc1ccc(/C=C/C(=O)NCCc2ccc(OC)c(OC)c2)cc1 | -3 | 0 | -0.4 | 8 | -3 | 12 | 1 | 0 | -1 | 1
CCN(C(=O)[C@@H](C)[C@@H](O)c1ccc(C(C)=O)cc1)c1ccccc1 | -3 | x | x | 0 | 0 | 0 | 0 | x | 6 | 4
C=CCn1c(SCc2c(C)noc2C)nc2sc3c(c2c1=O)CCCCC3 | 3 | 3 | 1.8 | -6 | 1 | -10 | 1 | -4 | 1 | 0
COCCn1nnnc1CN1CCN2CCCC2C1 (centres undefined) | 4 | -4 | -0.5 | 0 | 9 | 2 | 2 | -3 | -6 | 2
O=C(NCC(=O)N(CC1CCCO1)C(C(=O)NC1CCCCC1)c1ccc(F)cc1)c1ccco1 (centres undefined) | 5 | 2 | 1.2 | 4 | 2 | -1 | -1 | 6 | 0 | -1
CS(=O)(=O)N1CCN(c2ccc(NC(=S)NC(=O)c3cccs3)cc2)CC1 | 0 | 1 | -1.9 | 5 | 3 | 3 | -3 | 2 | 3 | 4
CC1(C)C2CCC1(CS(=O)(=O)N1CCN(c3ccccc3F)CC1)C(=O)C2 (centres undefined) | -2 | 5 | -0.3 | -11 | 0 | -4 | 1 | 10 | -2 | 0
CC(=C1C(=O)c2ccccc2C1=O)N1CCN(C/C=C/c2ccccc2)CC1 | -4 | -1 | -3.1 | -7 | 4 | 3 | 1 | -5 | 2 | 5
CN(CC(=O)N1CCOCC1)S(=O)(=O)c1cc(Cl)ccc1Cl | 1 | 3 | 0.9 | -8 | 2 | 3 | 4 | 1 | 6 | 5
Cc1ccc(CNC(=O)CCC2CCCN(Cc3cccc4c3OCO4)C2)o1 (centres undefined) | -3 | 3 | 1.0 | 4 | 1 | 4 | -3 | 6 | 6 | 3
COc1ccc2[nH]cc(C(=O)CN3CC(C)CC(C)C3)c2c1 (centres undefined) | -2 | -3 | 1.0 | -1 | 1 | 8 | 7 | 5 | -10 | -2
COc1ccc(CN2CCN(C(=O)c3cc(C4CC4)nn3-c3ccccc3)CC2)cc1F | -1 | 5 | 0.6 | 1 | 7 | -4 | -1 | -12 | -4 | -3
COc1ccccc1CNC(=O)CCN=C1NS(=O)(=O)c2ccccc21 | 1 | 1 | -0.1 | 9 | 0 | -1 | 3 | 6 | 0 | -2
O=C(N1CCOCC1)N1CCN(S(=O)(=O)c2ccc(Cl)cc2)C1 | 3 | -4 | -0.5 | -10 | 7 | 0 | 3 | 2 | -10 | -3
O=C(O)/C=C(\Oc1ccccc1)C1(O)CCCCC1 | -3 | 10 | 0.8 | -4 | 4 | 1 | -1 | -8 | 1 | -2
Cc1ccccc1NC(=O)C1CCCN1S(=O)(=O)c1cccnc1 (centres undefined) | 1 | x | x | -7 | 5 | -2 | 4 | x | 0 | -2

Continued, overlapping the part above by 4 compounds.
SMILES | UHRF1 MBD2 ctr | TCR CD3 inh | PG9 binder | DDE Tn7 FP inh | mABHD4 FP | SIAE primary | LEDGF integ inh | HTRA1 inh | TDP2 inh | PRMT1 inh
COc1ccccc1CNC(=O)CCN=C1NS(=O)(=O)c2ccccc21 | 1 | 1 | -0.1 | 9 | 0 | -1 | 3 | 6 | 0 | -2
O=C(N1CCOCC1)N1CCN(S(=O)(=O)c2ccc(Cl)cc2)C1 | 3 | -4 | -0.5 | -10 | 7 | 0 | 3 | 2 | -10 | -3
O=C(O)/C=C(\Oc1ccccc1)C1(O)CCCCC1 | -3 | 10 | 0.8 | -4 | 4 | 1 | -1 | -8 | 1 | -2
Cc1ccccc1NC(=O)C1CCCN1S(=O)(=O)c1cccnc1 (centres undefined) | 1 | x | x | -7 | 5 | -2 | 4 | x | 0 | -2
Cc1ccccc1NC(=O)C1CCN(C(=O)NC2CCCCC2)CC1 | 1 | 3 | 0.2 | 4 | 8 | -1 | -3 | -3 | 4 | 3
COC(=O)c1ccc(Nc2ncnc3c2cnn3-c2cccc(C)c2)cc1 | -1 | -2 | 1.0 | 6 | -3 | -13 | 1 | -8 | 8 | 4
CCCCn1c(N)c(N(CCOC)C(=O)CCNC(=O)c2ccccc2Cl)c(=O)[nH]c1=O | 1 | 3 | 1.3 | -9 | 3 | 2 | -1 | 3 | 7 | 8
O=C(CN1C(=O)c2ccccc2C1=O)Nc1nc(-c2cccc([N+](=O)[O-])c2)cs1 | -2 | -7 | 0.1 | 2 | -11 | -2 | 1 | x | 0 | 1
O=S(=O)(c1ccccc1F)N1CCN(CCc2ccccc2)CC1 | 3 | -3 | -4.0 | -3 | -5 | -5 | 4 | 4 | -9 | -1
Nc1nc2c(ncn2[C@@H]2O[C@H](C(=O)N[C@@H](Cc3ccccc3)C(=O)NCc3ccc4c(c3)OCO4)[C@@H](O)[C@H]2O)c(=O)[nH]1 | 0 | 3 | -1.4 | 7 | 3 | -5 | 0 | x | 5 | -6
COc1cccc(OC)c1C(=O)Nc1cc(Cl)ccc1N1CCOCC1 | 1 | 0 | 1.2 | 3 | -9 | 1 | 2 | -7 | 1 | -2
Cn1cnc([N+](=O)[O-])c1SCC(O)CN1CCCCC1 (centres undefined) | -2 | 11 | -1.2 | 3 | -5 | -6 | -2 | -1 | 12 | 1
Cc1cc(C)c(NC(=O)CSCc2c(C)noc2C)c(C)c1 | 5 | -12 | 0.2 | 1 | -16 | -2 | -3 | 8 | -12 | 7
CCOCCCNc1nc2c(c(=O)n(C)c(=O)n2C)n1CCCc1ccccc1 | 0 | 6 | 0.8 | -5 | -3 | 0 | 2 | 3 | -3 | -2
O=C(CSc1nc2c([nH]c3ccccc32)c(=O)n1-c1ccccc1)N1CCOCC1 | -1 | -1 | 0.4 | -9 | 1 | 5 | 4 | 4 | 2 | -2
O=C(c1cc(COc2cccc(C(F)(F)F)c2)on1)N1CCc2ccccc2C1 | -2 | 9 | -1.2 | 6 | -8 | -5 | 2 | -22 | -6 | -4
CCN(C(=O)CN1CCN(C)CC1)c1c(N)n(Cc2ccccc2)c(=O)[nH]c1=O | -1 | -3 | -0.9 | -7 | 10 | 4 | 5 | -6 | -2 | -1
CSCCC(NS(=O)(=O)c1ccc2c(c1)c(=O)n(C)c(=O)n2C)C(=O)NC1CCN(Cc2ccccc2)CC1 (centres undefined) | 0 | 0 | 2.2 | 4 | 3 | -2 | 2 | 6 | -9 | 4
CC1=CC(C)(C)N(S(=O)(=O)c2ccc(C)cc2)c2cc(C)ccc21 | 3 | 0 | 1.7 | 6 | -6 | -5 | 0 | -22 | -5 | -2
CCc1nc2ccc(C(=O)Nc3ccc(OC)c(OC)c3)cn2c1N(C)C(=O)c1cccc(OC)c1 | 1 | 7 | -1.6 | 5 | 3 | 2 | -1 | x | 5 | 1
O=C(O)c1ccc(C(=O)O)c(C(=O)c2ccc(NC(=O)c3ccccc3)cc2)c1 | -2 | 8 | 0.0 | -1 | -1 | 0 | 1 | -5 | 4 | 4
O=C(O)c1ccccc1CSc1ccccn1 | 2 | 7 | 0.8 | 7 | -8 | 7 | 0 | 8 | 1 | -1
CC1=C(C)CC2C(=O)N(Cc3ccccc3)C(=O)C2C1 (centres undefined) | 0 | -1 | -0.3 | -6 | -4 | 12 | -1 | -1 | 2 | -4
CC(C)Cn1c(=O)c(C(=O)Nc2ccncc2)c(O)c2ccccc21 | 1 | 5 | -1.5 | 1 | -2 | -2 | 0 | -12 | 4 | -3
CC1C2Cn3c(nc4ccccc43)C1N(C(C)C)O2 (centres undefined) | 1 | -3 | -1.1 | -3 | -2 | 7 | 1 | -5 | 8 | -1
CCOc1cccc(NC(=O)C2CC(=O)N(C)C2)c1 (centres undefined) | 2 | 1 | -2.1 | -2 | 2 | -2 | 5 | -5 | -3 | 2
C[C@H](CCC(=O)O)[C@H]1CC[C@H]2[C@@H]3CC[C@@H]4C[C@H](O)CC[C@]4(C)[C@H]3CC[C@]12C | 0 | 11 | -1.8 | -2 | -4 | -6 | 1 | -5 | 9 | 1
COc1ccc(-c2cc(=O)c3c(O)c(OC)c(O)cc3o2)cc1 | -1 | -15 | -0.8 | 2 | 0 | -3 | 0 | -14 | 4 | 11
CC(C)(C)c1ccc(C(CC(=O)O)NC(=O)c2ccccc2F)cc1 (centres undefined) | 0 | 5 | -0.2 | -2 | -4 | 2 | 6 | 2 | -11 | 1
CCOc1ccc(-c2nnc(NC(=O)Cc3cc(OC)c(OC)c(OC)c3)o2)cc1 | 1 | 6 | -1.2 | -6 | 4 | -5 | 5 | 3 | -9 | -2
CCOC(=O)NC(NCc1ccccc1)(C(F)(F)F)C(F)(F)F | 3 | -2 | -1.3 | -2 | 2 | 1 | 0 | 9 | -3 | 0
CCCCN(Cc1cc2ccccc2[nH]c1=O)S(=O)(=O)c1ccc(C)cc1 | 2 | -7 | -1.5 | 5 | 0 | -6 | -2 | -29 | -1 | 1
CC(C)(C)c1cc2cccnc2n1Cc1ccccc1 | -1 | 7 | -3.2 | 3 | 6 | -2 | -4 | -4 | -7 | -2
Cc1onc(-c2ccccc2)c1C(=O)Nc1ccc(NC(=O)c2c(-c3ccccc3)noc2C)cc1 | 12 | -1 | -1.3 | -6 | -1 | -3 | 1 | -2 | -1 | 0
Cc1ccc(C2=NNC(=O)C(c3c[nH]c4ccccc34)C2)cc1 (centres undefined) | 1 | 3 | 1.7 | 1 | -2 | 0 | -2 | -2 | 7 | 3
C[C@@H]1C(c2ccc(F)cc2)=NN(c2ccccc2)[C@H]1C(=O)N1CCOC1=O | 1 | -6 | -1.3 | 3 | -3 | -2 | 1 | 5 | 6 | 4
O=C(COc1ccc(-n2cnnn2)cc1)NCCc1ccc(F)cc1 | 4 | 0 | -1.2 | -3 | 2 | 12 | -1 | 9 | 6 | -2

Screening data deposited in PubChem BioAssay by The Scripps Research Institute Molecular Screening Center.
